# ROMK mod = modulates human ROMK potassium channel activity; hit rate 2% among 130,000; Tet-inducible ROMK, thallium flux fluorescence; actives lie on both sides; B-score at 10 µM; AID 1918; P48048;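 active = signal ratio slope over the read window, or its plate-corrected B-score, at least 3 SD from the plate mean, either direction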;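 note: B-score of the F/F0 ratio slope over 7 to 12 s after thallium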
# Target sequence (P48048 whole entry, looked up): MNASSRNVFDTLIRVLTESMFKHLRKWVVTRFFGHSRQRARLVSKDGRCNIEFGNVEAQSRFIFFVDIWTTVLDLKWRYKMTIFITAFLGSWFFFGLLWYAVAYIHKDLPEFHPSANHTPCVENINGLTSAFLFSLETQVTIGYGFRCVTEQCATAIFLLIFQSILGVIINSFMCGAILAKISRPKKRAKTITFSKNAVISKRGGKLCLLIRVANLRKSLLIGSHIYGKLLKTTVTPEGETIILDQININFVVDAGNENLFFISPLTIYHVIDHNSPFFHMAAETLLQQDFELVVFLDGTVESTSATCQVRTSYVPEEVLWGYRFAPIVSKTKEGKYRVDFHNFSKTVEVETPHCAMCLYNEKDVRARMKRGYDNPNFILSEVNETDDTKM
# PPARg SRC-3 ag = agonists of human PPARgamma SRC-3 coactivator recruitment; activation, % at 8 µM; hit rate 0.26% among 200,000; P37231; biochemical PPARgamma/SRC-3 coactivator recruitment assay; AID 731; in the data active = activation above about 23%;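 note: 0% = DMSO and 100% = reference agonist; some compounds past the cut are filed as inactive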
# STAT1 blocker = STAT1 signaling inhibition; AID 920; hit rate 0.35% among 200,000; NIH 3T3 STAT1-luciferase reporter, IFN-gamma, luminescence; inhibition, % at 5.5 µM;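 active = inhibition above a set limit, the mean inhibition across all tested compounds plus 3 SD, cut at about 34% in these data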;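 note: 0% = IFN-gamma with DMSO and 100% = IFN-gamma with 300 µM nifuroxazide; values of inactives mirror those of a sister screen read the other way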
# S1P3 antag = S1P3 (human) receptor antagonism. Q99500. AID 485. hit rate 0.27% among 170,000. inhibition, % at 4.98 µM. CHO S1P3 NFAT-BLA reporter, FRET fluorescence, antagonist mode;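 active = inhibition above the plate cutoff, the mean inhibition of test wells on that plate plus 3 SD, cut at about 28% in these data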;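 note: cells challenged with S1P at its EC80 of 0.8 µM; blue over green emission ratio from cleaved BLA substrate after 4 h stimulation; 0% = S1P-stimulated wells and 100% = unstimulated DMSO-only wells; some compounds past the cut are filed as inactive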
# Target sequence (Q99500 whole entry, looked up): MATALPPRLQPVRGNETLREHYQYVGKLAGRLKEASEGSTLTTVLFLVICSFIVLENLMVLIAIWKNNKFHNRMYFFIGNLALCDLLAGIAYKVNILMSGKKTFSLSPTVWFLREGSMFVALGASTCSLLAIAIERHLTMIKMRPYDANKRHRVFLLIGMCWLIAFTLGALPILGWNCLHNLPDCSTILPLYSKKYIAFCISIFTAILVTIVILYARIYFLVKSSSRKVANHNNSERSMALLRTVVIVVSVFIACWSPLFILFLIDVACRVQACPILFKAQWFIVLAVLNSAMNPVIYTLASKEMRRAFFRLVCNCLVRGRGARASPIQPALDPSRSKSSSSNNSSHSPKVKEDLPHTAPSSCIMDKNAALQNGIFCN
# STAT3 activator = activators of IL-6 induced STAT3 signaling; U3A cells, IL-6 STAT3-luciferase reporter, luminescence; 100% = signal with IL-6 EC80 alone; activation (% of control), % at 5.6 µM; hit rate 0.91% among 190,000; AID 871;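 active = activation above the screen-wide mean of compound activation plus 3 SD, cut at about 130% in these data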;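 note: 0% = background luminescence of wells with medium and substrate only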
#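 System – human U3A cells carrying STAT3-luciferase construct · Probe or stimulus – Interleukin-6, 33 ng/mL · Schedule – compound 1 h, then IL-6 6 h at 37 °C · Signal – luminescence from STAT3-driven luciferase reporter · Evaluation – percent of IL-6-only median luminescence · Benchmarks – IL-6-only high control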
# SRC2 TRFRET art = TR-FRET artefact, counter-screen to PPARgamma/SRC-2 agonist assay. AID 1049. hits give high values. TR-FRET ratio at 8 µM. hit rate 0.4% among 200,000; in the data active = TR-FRET ratio above about 2000; note: inactives centre near 1500
# PPARg SRC1 recr = PPARgamma-driven SRC-1 recruitment agonism | hit rate 0.41% among 200,000 | AID 631 | P37231 | activation, % at 8 µM | PPARgamma-SRC-1 coactivator recruitment biochemical assay; in the data active = activation above about 19%;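 note: 0% = DMSO and 100% = reference agonist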
# RAM inhibit = yeast RAM network inhibition | S. cerevisiae dse1pr::URA3 reporter, 5-FOA growth OD615, 2 d; analog-sensitive cbk1-as2 kinase mutant strain | hit rate 1.8% among 190,000 | AID 868 | inhibition, % at 50 µM;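 active = inhibition above a set limit, 3 SD over mean compound inhibition, cut at about 8.4% in these data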;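 note: 0% = DMSO-only wells with no growth and 100% = 10 µM 1-NA-PP1 full growth; inhibition rescues growth on 5-FOA so higher OD means more RAM inhibition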
# TLR4 MyD88 comp = TLR4-MyD88 interaction inhibition in cells; O00206+Q99836; HeLa CL3-4 TLR4/MyD88 BLA complementation, FRET ratio; inhibition, % at 8.4 µM; hit rate 0.18% among 200,000; in the data active = inhibition above about 25%;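 note: 0% = vehicle and 100% = reference inhibitor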
# STAT3 blocker = STAT3 signaling inhibition | inhibition, % at 5.5 µM | hit rate 0.89% among 190,000 | U3A cells, IL-6 STAT3-luciferase reporter, luminescence; host cell line lacks STAT1 | AID 862;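 active = inhibition above the mean inhibition across all screened compounds plus 3 SD, cut at about 44% in these data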;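 note: 0% = DMSO only wells and 100% = 100 µM nifuroxazide control wells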
# PPARg SRC-2 ag = promotes SRC-2 coactivator recruitment by human PPARgamma | P37231 | PPARgamma LBD-SRC-2 recruitment, biochemical | activation, % at 8 µM | hit rate 0.34% among 200,000; in the data active = activation above about 22%;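 note: 0% = vehicle and 100% = reference agonist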
# * = called active by the depositor; nt = no result given. An unsorted share of the library. Share with any hit: about 5.6%.
SMILES,ROMK mod,PPARg SRC-3 ag,STAT1 blocker,S1P3 antag,STAT3 activator,SRC2 TRFRET art,PPARg SRC1 recr,RAM inhibit,TLR4 MyD88 comp,STAT3 blocker,PPARg SRC-2 ag
CC(=O)c1ccc(NC(=O)CSc2nnc(-c3ccco3)c(-c3ccco3)n2)cc1,1.4,2,-2,5,90,1576,10,3.4,-4,18,5
CC(C)(CC(=O)N1CCN(c2ccc(Cl)cc2)CC1)CC1=NS(=O)(=O)c2ccccc2N1,nt,1,10,1,89,1566,0,2.7,4,16,-1
Cc1c(NC(=O)C(C)OC(=O)c2ccc([N+](=O)[O-])s2)c(=O)n(-c2ccccc2)n1C (stereo unspecified),0.85,3,5,-14,112,1369,0,0.4,13,-9,-1
CC(C)=CCOc1ccc2ccc(=O)oc2c1,nt,0,-24,-3,nt,1479,9,-0.1,-6,nt,-4
O=C(NCc1ccc(Cl)cc1)c1cc(-c2ccco2)on1,-0.019,-3,1,3,104,1758,17,3.2,3,0,8
Cc1cccc(NC(=O)c2ccccc2NC(=O)CCC(=O)O)c1,0.91,2,4,-8,102,1529,9,0.3,-2,-4,15
Cc1ccccc1OCC(O)CN(Cc1ccccc1O)C1CCCCC1 (stereo unspecified),-1.4,-1,10,11,108,1356,-4,1.0,1,-1,-7
Cc1ccccc1OCc1nc2ccccc2[nH]1,0.93,-1,-33,3,83,1505,3,2.1,-17,24,2
CC1(C)CC(C(CC(=O)Nc2nccs2)c2ccccc2)CCO1 (stereo unspecified),-0.11,-6,-2,-12,101,1498,-4,1.0,2,2,2
CCOC(=O)c1c(NC(=O)/C=C/c2ccc(C)o2)sc(C)c1C,nt,5,0,nt,109,1543,-2,6.8,7,2,6
O=C(CCCc1ccccc1)NCc1ccccc1,nt,0,-11,-8,103,1494,-10,-0.6,-5,0,-6
COc1cc(C(=O)NCCOc2ccc(F)cc2)c(Br)c(OC)c1OC,-0.97,5,8,-2,80,1646,0,0.2,-11,30,-1
Cc1ccc(S(=O)(=O)Nc2cccc(NC(=O)CN3CCCCC3)c2)cc1,-0.61,-2,13,nt,102,1469,5,0.3,-8,-4,3
CC1=CC(C)(C)N(S(=O)(=O)c2ccc(C)cc2)c2ccc(C)cc21,2.2,-7,0,nt,103,1400,4,7.1,4,-7,0
Cc1cc2ccccc2c(=O)n1CC(=O)NC1CCCCCC1,nt,1,6,2,97,1266,-2,1.5,11,6,4
Cc1cc(N2CCN(C)CC2)nc2ccc(NC(=S)N3CCN(c4ccc(F)cc4)CC3)cc12,-0.76,7,-15,-7,95,1632,-1,3.2,5,16,-1
O=C1CC(NCC2CCCO2)C(=O)N1c1ccc(Cl)cc1 (stereo unspecified),-0.02,-3,2,-7,108,1554,-10,0.2,-3,-2,-1
COC(=O)c1noc(-c2ccc(OC)cc2)n1,nt,13,5,-37,101,1693,11,2.9,-19,1,12
Cc1cccc(NC(=O)CSc2nnc(-c3n[nH]c4ccccc34)o2)c1,nt,-1,13,15,93,1409,-1,2.4,4,10,-2
Cc1ccnc(NS(=O)(=O)c2ccc(NC(=O)C3CCCNC3=O)cc2)n1 (stereo unspecified),0.023,-2,0,-59,101,1443,5,2.0,12,8,1
O=C(COC(=O)CNC(=O)c1ccco1)NCCN1C(=O)CSC1=O,nt,2,-4,-41,105,1506,-2,1.1,-5,-3,3
COC(=O)c1sc2ccccc2c1NC(=O)c1cccs1,nt,2,5,-40,95,1595,4,1.3,3,10,6
CC1CCN(CC(=O)n2c3c(c4ccccc42)CCCC3)CC1,nt,3,2,nt,116,1700,8,1.6,1,-17,4
CCN(CC(=O)NC1CCS(=O)(=O)C1)S(=O)(=O)c1cccc(C(C)=O)c1 (stereo unspecified),-1.2,-6,-9,0,96,1319,-1,5.5,-4,12,-9
CCCCCn1c(=O)[nH]c2cc(C(=O)NCc3ccccn3)ccc2c1=O,0.063,1,-2,0,100,1544,1,0.5,1,4,-1
CC(C)CNc1cc(Cl)c(S(=O)(=O)NCC(C)C)cc1C(=O)O,nt,-6,6,-86,95,1736,6,6.2,7,14,5
Cc1cc(Cl)c(S(=O)(=O)NCc2ccncc2)cc1OCC(N)=O,nt,-6,0,6,98,1470,-1,-0.1,-3,2,-4
Cc1ccc(S(=O)(=O)N(C)CCCC(=O)N2CCN(C=O)CC2)cc1,nt,-4,-4,0,107,1383,3,1.3,2,-5,3
CSc1ccc(-c2nnn(CC(=O)NCc3ccccc3)n2)cc1,1.2,-11,-8,nt,107,1561,-6,3.9,1,-7,-1
CC1Cc2cc(/C(O)=C3/C(=O)C(=O)N(CCCn4ccnc4)C3c3cccnc3)ccc2O1 (stereo unspecified),nt,0,-3,nt,105,1419,5,0.0,9,4,2
COc1c(C)cc(C(=O)C2CCCN(C(=O)c3cccc(-n4cccn4)c3)C2)cc1C (stereo unspecified),0.14,-1,-4,-3,109,1365,4,3.8,0,2,-4
Cc1ccc(NC(=O)CSc2nc(NS(=O)(=O)c3ccc(C)cc3)cc(=O)[nH]2)cc1,-0.0061,-3,2,nt,98,1637,-5,3.4,-10,2,-1
CCCCN1C(=S)NC[C@@H]1c1ccccc1,nt,2,1,-4,nt,1539,10,0.5,0,nt,-2
CC(C)CN(CC(C)C)S(=O)(=O)N1CCC(C(=O)NCCc2ccc(Cl)cc2)CC1,-0.34,-1,3,nt,102,1526,-3,7.5,11,3,1
Cc1cc(C)n(Cc2nc3ccccc3n2C)n1,nt,-2,6,20,99,1670,0,2.2,-5,6,6
Cc1cccc(NC2=NC(=S)N(c3ccc(C(=O)O)cc3)C23CCCCC3)c1,nt,-7,-3,nt,93,1440,-7,2.0,3,12,0
Cc1ccc(SCC(=O)Nc2ccc(S(=O)(=O)Nc3ncccn3)cc2)cc1,0.19,1,-11,9,99,1495,3,3.2,-13,6,6
COc1ccc(COC(=O)N/C=C/c2ccco2)cc1,0.95,4,-7,-7,102,1421,14,2.4,-3,5,-2
CCOC(=O)CN(C(=O)CSc1nnc(-c2cccc(OC)c2)o1)c1ccc(F)cc1,nt,20,3,-21,86,1599,1,6.0,-8,22,12
COc1ccc(NC(=O)C/C(C)=N/NC(=O)C(=O)NC(C)C)c(OC)c1,-0.2,-6,-4,2,97,1589,-3,1.5,-3,5,0

# The closing 2 compounds of the section above lead into the next:
SMILES,ROMK mod,PPARg SRC-3 ag,STAT1 blocker,S1P3 antag,STAT3 activator,SRC2 TRFRET art,PPARg SRC1 recr,RAM inhibit,TLR4 MyD88 comp,STAT3 blocker,PPARg SRC-2 ag
CCOC(=O)CN(C(=O)CSc1nnc(-c2cccc(OC)c2)o1)c1ccc(F)cc1,nt,20,3,-21,86,1599,1,6.0,-8,22,12
COc1ccc(NC(=O)C/C(C)=N/NC(=O)C(=O)NC(C)C)c(OC)c1,-0.2,-6,-4,2,97,1589,-3,1.5,-3,5,0
COC(=O)CSc1nc(N)c(C#N)c(CC(C)C)c1C#N,-1.8,5,1,5,104,1537,0,1.3,8,4,-4
CCNC(=O)C(Sc1ccccc1)c1ccccc1 (stereo unspecified),0.013,15,-4,nt,105,1335,-2,0.0,-2,-3,0
CCOC(=O)Cn1nnc(-c2ccccc2)n1,nt,-17,-3,nt,88,1503,0,1.1,-3,16,-2
O=C(C1CCCO1)N(Cc1ccccc1)c1ccccc1 (stereo unspecified),-0.055,0,4,5,98,1483,-4,-0.3,-12,6,7
O=C(c1oc2ccccc2c1N1CCCCC1)N1CCCCC1,0.15,-2,1,3,99,1553,10,-2.1,1,3,6
CCC(=O)c1ccc(N2CCN(C(=O)c3ccccc3)CC2)c(F)c1,-1,4,4,9,99,1580,3,2.1,-22,6,3
Nc1nnc(SCc2ccc(F)cc2)n1-c1ccccc1,0.45,7,-1,nt,103,1617,4,-0.2,-9,-1,12
Cc1ccc(-n2nc(C)c3c2OC(N)=C(C#N)C3c2ccoc2)cc1 (stereo unspecified),nt,-1,6,-21,177*,1410,2,0.0,9,-85,4
Cc1ccc(C)c(N(Cc2ccccc2F)S(C)(=O)=O)c1,1.4,13,-6,nt,104,1559,-1,1.0,-1,-1,8
CS(=O)(=O)N1CCC(C(=O)NCc2ccc(Cl)cc2Cl)CC1,1.2,2,-2,-19,99,1475,-6,1.4,0,13,2
CCOCCCNC(=O)C1CCN(S(=O)(=O)N(CC(C)C)CC(C)C)CC1,0.11,-2,7,-39,99,1589,7,-1.2,-6,8,7
Cn1c(SCc2ccc([N+](=O)[O-])cc2)nnc1-c1cccnc1,-0.083,2,-7,-24,103,1634,4,1.4,-12,1,-1
CCOC(=O)COc1c(/C=N\OC)cc(Cl)cc1OC,-0.31,5,3,-18,110,1744,4,0.6,8,-3,3
Cc1onc(-c2c(Cl)cccc2Cl)c1C(=O)N1CCN(c2ncccn2)CC1,0.64,10,3,-6,99,1914,5,-0.2,4,2,6
CCC(=O)NC(=S)Nc1cccc(NC(=O)c2ccc(Cl)cc2Cl)c1,nt,-4,0,nt,90,1518,14,3.8,9,19,-3
Cc1cc(C)n(-c2ccc(Cl)c(C(=O)Nc3ccc(OC(F)(F)F)cc3)n2)n1,1.7,-4,6,-6,104,1517,-4,5.1,-4,-8,3
O=[N+]([O-])c1cc(S(=O)(=O)Nc2ccccc2)ccc1N1CCN(c2ccc(O)cc2)CC1,0.39,1,5,5,96,1525,4,-1.0,7,7,6
Cc1cccc(OCCn2cc(/C=N/NC(=O)c3ccncc3)c3ccccc32)c1,0.068,3,6,3,101,1338,-7,-0.4,4,-1,-9
O=C(COC(=O)c1ccc2c(c1)C(=O)N(CCc1ccccc1)C2=O)Nc1ccc(OC(F)F)cc1,0.22,-6,5,-5,98,1350,-6,3.0,-17,6,-8
CCOC(=O)CN(C(=O)CSc1nnc(CNc2ccc(F)cc2)n1C)c1ccccc1,nt,0,1,nt,106,1452,0,4.7,2,-5,1
Cc1nn(C(C)C(=O)Nc2ccc(Cl)cn2)c(C)c1[N+](=O)[O-] (stereo unspecified),-0.68,14,-3,nt,96,1523,5,0.7,13,12,1
C/C(=N\NC(=O)c1ccc(Cl)cc1)c1cccc(NC(=O)c2cccnc2)c1,0.45,3,-4,-16,98,1662,7,0.8,4,3,3
COc1ccc(C)cc1S(=O)(=O)Nc1ccccc1C,nt,-6,2,7,95,1577,1,-1.3,-2,10,2
CCOc1cccc(CNCCNC(=O)c2nonc2N)c1,nt,2,5,nt,97,1603,-9,1.1,-3,5,1
O=C(NCCc1nc2ccccc2[nH]1)/C(=C/c1ccco1)NC(=O)c1ccc(Br)cc1,-2.2,0,-6,-5,99,1420,-2,0.8,-14,3,-7
O=C1c2ccc(Oc3ccc4c(c3)C(=O)N(CCCCO)C4=O)cc2C(=O)N1CCCCO,nt,-4,11,-10,87,1535,-6,6.6,-5,18,0

# Compound activity deposited in PubChem BioAssay by several laboratories.
